Assay outcomes from PubChem.
Pin1 inh = qHTS Assay to Find Inhibitors of Pin1 | Potency, µM (doses to about 115 µM), inactives show top-dose activity, negative = inhibition, actives largely listed as inhibitors | Pin1 FP peptide displacement, HiFluor488, 10 min | AID 504891, 2011 | actives 0.009% (n = 390,000); active means well fitted inhibition curve with a large enough effect in the polarisation, with a control signal flat, not every such curve was filed as active; inconclusive means small, poorly fitted or top-dose-only effect, or effect the other way, or a change in a side signal; inactive means no such curve, though single readings can be large or run the other way; the % refers to the polarisation; further: potency means the concentration at half of the fitted maximal effect; on the % scale 0 is the no-effect control and ±100 the full control effect
Target sequence (Q13526 whole entry, looked up): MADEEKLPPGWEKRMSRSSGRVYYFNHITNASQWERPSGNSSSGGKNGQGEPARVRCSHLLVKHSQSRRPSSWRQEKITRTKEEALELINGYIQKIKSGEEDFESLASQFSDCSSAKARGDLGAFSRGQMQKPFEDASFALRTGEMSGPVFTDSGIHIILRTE
PGK inhibitor = qHTS Assay to Find Inhibitors of Phosphoglycerate Kinase; AID 602233, 2012; Potency, µM (doses to about 57.5 µM), inactives show at the highest dose activity change, negative = inhibition, usual class: inhibitors; actives 0.043% (n = 380,000); PGK/GAPDH coupled, Kinase-Glo luminescence, 60 min; further: potency means the concentration at half of the fitted maximal effect; on the % scale 0 is the no-effect control and ±100 the full control effect; nearly all actives have a fitted effect of over 60% in size
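Recombinant glycosomal PGK reaction used 1,3-bisphosphoglycerate generated in-well by GAPDH (100nM final) in 100mM TEA pH 7.6, 5mM MgCl2, 0.01% Tween-20. After 60 minutes at room temperature, ATP was read by Kinase-Glo Plus luminescence end-point.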
HP1b chromo inh = HTS for Inhibitors of HP1-beta Chromodomain Interactions with Methylated Histone Tails; AlphaScreen HP1-beta / biotin-H3K9me3 peptide binding; Potency, µM (titrated, usually from 114 µM), without a hit: at the highest dose activity change, negative = inhibition, usual class: inhibitors; AID 540317, 2011; actives 0.56% (n = 390,000); Chromobox protein homolog 1 (Homo sapiens), P83916; further: potency means the concentration at half of the fitted maximal effect; nearly all actives have a fitted effect of over 70% in size; inactives centre near 23
Target sequence (P83916 whole entry, looked up): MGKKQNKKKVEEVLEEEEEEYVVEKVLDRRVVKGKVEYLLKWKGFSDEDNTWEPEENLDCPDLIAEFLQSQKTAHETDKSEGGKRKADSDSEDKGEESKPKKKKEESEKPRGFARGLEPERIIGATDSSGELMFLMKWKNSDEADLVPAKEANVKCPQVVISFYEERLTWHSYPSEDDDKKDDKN
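HP1-beta protein (50 nM final) preincubated 30 min at room temperature with biotinylated H3(1-18)K9me3 peptide (50 nM) in PBS pH 7.4, 0.01% Tween-20, then compound added for 30 min. AlphaScreen streptavidin donor/nickel chelate acceptor beads (10 ug/mL final), 30 min dark, luminescence read.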
PI4K2A block = qHTS for small molecular inhibitors of PI4K2A; activity change, negative = inhibition, % at 76.9 µM; Phosphatidylinositol 4-kinase type 2-alpha (Homo sapiens), Q9BTU6; purified PI4K2A, ADP-Glo luminescence, 1 h; hits give low values; actives 0.13% (n = 420,000); in the data active means activity change below about -50%; inconclusive means mostly about -30% to -49%;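 further: -100% = wells without enzyme as full effect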
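PI4K2A activity was measured by ADP-Glo luminescence: enzyme (4 ug/mL stock) and phosphatidylinositol (1.2 mM stock) in Tris pH 7.5/MgCl2/EGTA/Triton X-100 buffer were reacted with ATP (300 microM stock) for one hour at ambient temperature.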
JMJD2A Tudor = qHTS Assay for Inhibitors of JMJD2A-Tudor Domain; Lysine-specific demethylase 4A (Homo sapiens), O75164; AlphaScreen JMJD2A-Tudor / H3K4me3 peptide binding; Potency, µM (doses to about 114 µM), for inactives: at the highest dose activity change, negative = inhibition, usual class: inhibitors; actives 4.4% (n = 390,000); AID 504339, 2011; further: potency means the concentration at half of the fitted maximal effect; on the % scale 0 is the no-effect control and ±100 the full control effect; nearly all actives have a fitted effect of over 50% in size
G9a inh = qHTS Assay for Inhibitors of Histone Lysine Methyltransferase G9a | Histone-lysine N-methyltransferase EHMT2 (Homo sapiens), Q96KQ7 | G9a H3K9 monomethylation, AlphaScreen, 2 h | actives 8.8% (n = 350,000) | AID 504332, 2011 | Potency, µM (highest dose often 102 µM), for inactives: at the top dose activity, negative = inhibition, most hits filed as inhibitors; further: potency means the concentration at half of the fitted maximal effect; on the % scale 0 is the no-effect control and ±100 the full control effect; nearly all actives have a fitted effect of over 75% in size
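Compounds were preincubated with 20 nM G9a for 15 min, after which biotinylated H3K9 peptide (500 nM) and SAM (20 uM) started a 2 h room-temperature reaction. Monomethylated product was quantified by antibody-based AlphaScreen chemiluminescence.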
POLH inh = qHTS for Inhibitors of Polymerase Eta; recombinant Pol eta, fluorescent DNA replication assay; Potency, µM (top dose mostly 114 µM), inactives show at the top dose activity change, negative = inhibition, hits mostly inhibitors; actives 1.2% (n = 390,000); DNA polymerase eta (Homo sapiens), Q9Y253; further: potency means the concentration at half of the fitted maximal effect; on the % scale 0 is the no-effect control and ±100 the full control effect
Target sequence (Q9Y253 whole entry, looked up): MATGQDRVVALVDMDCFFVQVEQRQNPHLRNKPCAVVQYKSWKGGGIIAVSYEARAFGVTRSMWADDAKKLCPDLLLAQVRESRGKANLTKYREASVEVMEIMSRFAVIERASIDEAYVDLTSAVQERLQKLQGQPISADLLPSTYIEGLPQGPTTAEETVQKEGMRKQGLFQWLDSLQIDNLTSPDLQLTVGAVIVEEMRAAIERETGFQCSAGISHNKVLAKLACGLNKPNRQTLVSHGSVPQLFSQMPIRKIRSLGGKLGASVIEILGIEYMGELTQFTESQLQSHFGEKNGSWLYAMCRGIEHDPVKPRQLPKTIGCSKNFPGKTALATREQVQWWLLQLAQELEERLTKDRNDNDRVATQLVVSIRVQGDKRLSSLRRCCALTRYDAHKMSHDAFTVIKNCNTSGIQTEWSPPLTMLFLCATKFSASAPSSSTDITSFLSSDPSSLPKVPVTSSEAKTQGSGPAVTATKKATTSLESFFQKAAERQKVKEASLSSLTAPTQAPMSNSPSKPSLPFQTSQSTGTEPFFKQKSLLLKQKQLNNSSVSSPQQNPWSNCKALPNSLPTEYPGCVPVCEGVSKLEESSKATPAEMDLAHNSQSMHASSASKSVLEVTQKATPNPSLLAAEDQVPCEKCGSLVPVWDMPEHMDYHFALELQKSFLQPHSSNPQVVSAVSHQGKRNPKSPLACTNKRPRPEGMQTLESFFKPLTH
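Pol eta (10 nM) was preincubated with compounds for 15 min at room temperature, after which fluorescent replication substrate (50 nM final) was added to start the reaction. Fluorescence was read kinetically at 0 and 10 min.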
GLS inh = qHTS for Inhibitors of Glutaminase (GLS). actives 0.21% (n = 410,000). Potency, µM (highest dose often 45.5 µM), for the others: at the highest dose activity change, negative = inhibition, actives largely listed as inhibitors. GLS enzymatic activity, qHTS titration; further: potency means the concentration at half of the fitted maximal effect; on the % scale 0 is the no-effect control and ±100 the full control effect
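Coupled fluorescence readout: glutamate oxidase/HRP/Amplex Red detect glutamate formed by hKGA from L-glutamine (1 mM solution added). Buffer 45 mM KH2PO4 pH 8.2, 0.02% Tween-20; reads at t0 and 30 min RT.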
BAZ2B block = qHTS Assay for Inhibitors of BAZ2B; AlphaScreen BAZ2B-H3K14Ac peptide displacement; actives 4.4% (n = 360,000); Potency, µM (top dose mostly 114 µM), without a hit: at the top dose activity change, negative = inhibition, most hits filed as inhibitors; Bromodomain adjacent to zinc finger domain protein 2B (Homo sapiens), Q9UIF8; further: potency means the concentration at half of the fitted maximal effect; on the % scale 0 is the no-effect control and ±100 the full control effect; nearly all actives have a fitted effect of over 60% in size
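AlphaScreen displacement of biotin-H3(5-23)K14Ac peptide (50 nM final) from BAZ2B (50 nM final) in PBS pH 7.4, 0.01% Tween-20; complex preformed 30 min RT, then compounds (top 110 uM) 30 min RT, beads 20 min dark.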
Active calls of the source: *; i = inactive; ? = inconclusive; / = not tested or not shown; & = joins results of further samples; [ ] = remark or other dose. Unless noted, the call rests on the fitted dose curve; in most records, active means well fitted curve in the direction sought with a large enough effect; inconclusive means small, poorly fitted or top-dose-only effect, or another doubt; inactive means no such curve, though single readings can be large; an effect the other way counts as inactive or inconclusive.

SMILES	Pin1 inh	PGK inhibitor	HP1b chromo inh	PI4K2A block	JMJD2A Tudor	G9a inh	POLH inh	GLS inh	BAZ2B block
COc1cc(-c2nc3cnccn3c2Nc2ccccc2)ccc1O	3%	4%	15%	-4	-18%	?	-14%	2%	-5%
CC(Oc1ccc(Cl)cc1Cl)C(=O)NNC(=O)[C@@H]1CCCC[C@@H]1C(=O)O (some centres undefined)	0%	-5%	46%[activator]	-1	6%	/	-1%	3%	?
Cc1nc2ccccc2c(=O)n1-c1ccc(NS(=O)(=O)c2ccccc2)cc1	0%	9%	11%	1	-3%	-21%	-9%	-10%	11%
CCOC(=O)c1c(S(=O)(=O)N2CCCC(C(=O)N3CCN(c4cc(C)ccc4C)CC3)C2)c(C)n(C)c1C (centres undefined)	-6%	i	-6%	2	?	-7%[59 µM]	-5%	1%	-18%
CCCCNC(=O)c1ccc2c(=O)n(Cc3ccc(OC)cc3)c(=O)[nH]c2c1	2%	10%	24%	-1	-2%	-4%[59 µM]	-18%	-1%	0%
CCOC(=O)c1c(C)[nH]c(C)c1C(=O)Cn1nnc(-c2ccccc2C)n1	4%	12%	-8%	0	?	7%[59 µM]	-18%	-8%	-6%
Cc1ccc(S(=O)(=O)N(C)C)cc1NC(=O)COC(=O)CSc1ccccc1	-3%	-3%	28%	2	-14%	-41%	-13%	3%	-4%
COc1ccc(NC(=O)CSCC(=O)Nc2ccc(C)c(S(=O)(=O)N3CCCCCC3)c2)cc1	2%	-1%	5%	0	-28%	11%[0.501 µM]	-22%	5%	-5%
Cc1ccc(-c2cc(C(F)(F)F)c(C#N)c(SCC(=O)O)n2)cc1	16%&1%	-7%&-7%	28%&49%	-14&-4	8%&-2%	-37%	-18%&-4%	0%&15%	-20%&1%
Cc1ccc2c(Sc3ccc(Cl)cc3)c(C(=O)N3CCC(C)CC3)[nH]c2c1	41%[activator]	i	72%[activator]	5	6%	-46%[59 µM]	?	1%	3%
CC(C)C[C@H](N)c1cn([C@@H](CCCCN)C(=O)N2CCNCC2)nn1	0%	1%	20%	0	-19%	5%[12.7 µM]	-13%	6%	-25%
CCOCCCN(C(=O)c1snc(C(N)=O)c1N)C(C(=O)NC1CCCC1)c1ccc(OC)cc1 (centres undefined)	-5%	i	32%	-3	-9%	29%	-16%	-18%	4%
CCOC(=O)C1=C(CN2CCCCC2)NC(=O)NC1c1cc(C)ccc1C (centres undefined)	-3%&-9%	-4%&-9%	28%&17%	-2&5	-12%&-29%	-27%&9%[59 µM]	2%&-2%	-3%&1%	1%&0%
O=C(CCN1C(=O)/C(=C\c2cccc(Br)c2)SC1=S)N1CCOCC1	-7%	-5%	2%	1	-13%	10%	-15%	10%	-15%
CCc1noc(C)c1C(=O)Nc1cc(Cl)ccc1N1CCCC1	2%	6%	57%[activator]	0	0%	3%	-15%	?	-5%
O=C1N/C(=C/c2ccc(N3CCOCC3)o2)C(=O)N1c1cccc(Cl)c1	?	0%	1%	-7	-35%	?	0%	-3%	-23%
CCOc1ccc(C(=O)O/N=C(\N)c2ccccn2)cc1	0%	13µM*	28%	-88*	10%	/	-24%	2%	15%
Cc1nn2c(N3CCCC3)cc(C(C)C)nc2c1-c1ccccc1	2%	5%	261%[activator]	5	139%[activator]	106%[activator][59 µM]	-19%	2%	/
COc1ccc(NC(=O)Nc2ccccc2)cc1S(=O)(=O)N1CCCCC1	-20%	1%	0%	1	-20%	-1%	5%	-12%	-14%
CCOc1ccccc1NC(=O)Cn1c(=O)n(-c2ccc(C)cc2)c(=O)c2c1cnn2C	0%	-7%	32%	2	-10%	-5%[59 µM]	5%	-2%	0%
CCc1nc2cccnc2n1-c1ccc(CC(=O)NCCOC)cc1	-11%	-1%	44%[activator]	-6	-9%	-12%	-5%	-4%	4%
COc1ccc(C2(C(=O)NCc3ccccc3Cl)CCOCC2)cc1OC	-3%	-7%	41%[activator]	4	-8%	2%	27%	15%	-14%
CN(C(=O)CSc1nc2ccc(NC(=O)c3ccc(F)cc3)cc2s1)c1ccccc1	17%	-6%	14%	-2	-25%	12%[59 µM]	-14%	0%	-26%
CC(=O)c1ccc(S(=O)(=O)Nc2cccc(-c3ccc(N4CCCCC4)nn3)c2)cc1	11%	3%	6%[57 µM]	-2	-27%	11%[59 µM]	?	-9%	-11%
Cc1noc(C)c1COC(=O)c1cccnc1SCC(=O)Nc1ccc2c(c1)OCO2	16%	-7%	20%	7	-20%	?	-10%	0%	3%
Other structures
SMILES	Pin1 inh	PGK inhibitor	HP1b chromo inh	PI4K2A block	JMJD2A Tudor	G9a inh	POLH inh	GLS inh	BAZ2B block
CCOc1ccccc1N1CCN(Cc2cn[nH]c2-c2ccc(F)cc2)CC1	3%	-4%	?	3	?	?	-19%	17%	-26%
CC1=C(C(=O)N(C)CCC#N)C2(CCCCC2)OC1=O	-1%	-16%	44%[activator]	1	5%	-8%	-13%	-1%	-8%
O=C(N/N=C/c1cccc([N+](=O)[O-])c1)C1CC(=O)N(c2ccc(F)cc2)C1 (centres undefined)	-1%	i	-14%	2	?	7%[59 µM]	-10%	1%	-21%
COc1cc(CCC(N)c2cccc(O)c2)cc(OC)c1OC (centres undefined)	0%	i	2%	4	-22%	/	-4%	20%	/
COc1ccccc1CN1CCN(C(=O)c2ccncc2)CC1	-3%	7%	?	11	7.9µM*	?	-4%	25%	25µM*
COc1ccc(/C=C(/NC(=O)c2ccccc2)C(=O)N/N=C/c2sccc2C)cc1	-1%	-4%	11%	-2	-18%	5%	-5%	0%	11%
CCOC(=O)c1c(C)[nH]c(C(=O)COC(=O)c2cc(C)oc2C)c1C	?	-1%	33%	0	0%	-44%[12.7 µM]	2%	-9%	11%
CCOC(=O)Nc1csnn1	2%	-6%	24%	-2	-3%	-3%	-4%	-4%	5%
Cc1ccccc1S(=O)(=O)N(C)C[C@@H]1OCc2cnnn2CCCC(=O)N([C@H](C)CO)C[C@H]1C	/	-2%	/	-8	/	/	-1%	1%	/
Cn1c(SCC(=O)c2ccc(F)cc2)nnc1-c1ccccc1N	2%	2%	24%	5	8%	-29%[59 µM]	9%	21%	-10%
Cc1onc(-c2ccccc2Cl)c1C(=O)Oc1ccccc1F	2%	i	79%[activator]	-2	42%[activator]	33%[59 µM]	-3%	-5%	112%[activator]
COCC(C)NS(=O)(=O)c1ccc(C(=O)NCCCn2ccc3ccccc32)cc1 (centres undefined)	-8%	-9%	32%	-1	2%	25%	-16%	-1%	6%
Cc1cc(OCCCCCNCCO)cc(C)c1Cl	-11%	-7%	33%	9	-7%	12%[59 µM]	-7%	1%	12%
CCOC(=O)C1(CCCc2ccccc2)CCN(C(=O)[C@@H]2C[C@@H](C)NC(=S)N2)CC1	4%	i	18%	-6	-20%	/	-4%	-2%	-2%
Cc1cc2c(NC(=O)Nc3ccc(F)cc3)cccc2nn1	-4%	0%	42%[activator]	19	-1%	50µM*	-7%	-2%	-18%
N/C(=N\OC(=O)c1ccc(Br)o1)c1ccccn1	0%	-27%	20%	-20	-19%	20µM*	-3%	1%	-35%
C/C(=N\NC(=O)c1ccc(OC2OCCOC2Oc2ccc(C(=O)N/N=C(\C)c3ccncc3)cc2)cc1)c1ccncc1 (centres undefined)	163%[activator]	-11%	-24%	-2	-33%	13µM*	?	-2%	-16%
Cc1cccc(C(=O)NNC(=O)Nc2ccccc2)c1	-1%	-6%	33%	1	-18%	2%	-1%	-1%	-4%
COc1ccc(CCN(C)C2CCCN(C(=O)Cn3cccn3)C2)cc1OC (centres undefined)	6%	-1%	28%	-2	-12%	/	0%	14%	-3%
Cc1cccc(C(=O)Nc2ccccc2N2CCN(c3ccc(F)cc3)CC2)c1	13%	-3%	43%[activator]	1	-26%	8%[59 µM]	-11%	25%	-9%
COCCn1cc(C(=O)NCc2cccs2)c2c3ccccc3n(C)c2c1=O	11%	-2%	12%	5	-14%	50µM*	-11%	-17%	6%
Cc1ccc(S(=O)(=O)N2CC3(O)CN(C(=O)OC(C)C)N(C(=O)OC(C)C)CC3(OC(=O)NCc3ccccc3)C2)cc1 (centres undefined)	/	-5%	/	-1	/	/	?	-1%	/
CC1CCCC(NC(=O)COC(=O)/C=C/c2ccc(F)cc2)C1C (centres undefined)	-13%	-9%	35%	6	2%	/	-2%	?	/

Profiles, looked up by structure. Screens in order: Pin1 inh | PGK inhibitor | HP1b chromo inh | PI4K2A block | JMJD2A Tudor | G9a inh | POLH inh | GLS inh | BAZ2B block
CCc1nc2cccnc2n1-c1ccc(CC(=O)NCCOC)cc1 reads -11% | -1% | 44%[activator] | -6 | -9% | -12% | -5% | -4% | 4%
CC(C)C[C@H](N)c1cn([C@@H](CCCCN)C(=O)N2CCNCC2)nn1 reads 0% | 1% | 20% | 0 | -19% | 5%[12.7 µM] | -13% | 6% | -25%
O=C1N/C(=C/c2ccc(N3CCOCC3)o2)C(=O)N1c1cccc(Cl)c1 reads ? | 0% | 1% | -7 | -35% | ? | 0% | -3% | -23%

The list is partial (hit frequency here may not be typical).
